M. tuberculosis: growth inhibition of non-replicating M. tuberculosis (AID 488890) | Mycobacterium tuberculosis non-replicating, growth inhibition; higher % means a stronger effect | inhibition, % at 25 µM, or IC50 in µM where a hit was titrated | 320,000 compounds, 0.39% hits; in the data active = a potency from the dose series; inconclusive = inhibition mostly from about 82% at the one dose, without a potency; inactive = the rest, 99 in 100 with inhibition below about 76%;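 also: plate controls were DMSO cells for no effect and high antibiotic wells for full effect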
VEEV TC-83 Vero: inhibitors of VEEV TC-83 cytopathic effect, confirmation, Vero cells (AID 588727); Vero cells, VEEV TC-83 cytopathic effect inhibition; higher % means a stronger effect; inhibition, % at 20 µM, or IC50 in µM where a hit was titrated; 350,000 compounds, 0.13% hits; in the data active = a potency from the dose series; inconclusive = inhibition mostly from about 14% at the one dose, without a potency; inactive = the rest, 99 in 100 with inhibition below about 12%; also: strong numbers were not always called active
influenza NS1A: H1N1 influenza NS1A inhibitors, functional cell based assay (AID 504329); NS1A functional cell-based assay, percent inhibition; higher % means a stronger effect; inhibition, % at 12.5 µM, or IC50 in µM where a hit was titrated; 340,000 compounds, 0.3% hits; in the data active = a potency from the dose series; inconclusive = inhibition above about 27% without an active follow-up result; also: strong numbers were not always called active
M. tuberculosis HTS: M. tuberculosis growth inhibition, HTS (AID 449762) | inhibition, % at 25 µM; hits with a dose series show IC50 in µM | M. tuberculosis H37Rv growth inhibition, 7H9 media; higher % means a stronger effect | 330,000 compounds, 0.59% hits; in the data active = a potency from the dose series; inconclusive = inhibition above about 70% without an active follow-up result;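 also: bacterial growth assessed after seven days of incubation; strong numbers were not always called active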
PhoP GFP inhibition: Inhibition of PhoP regulon, Salmonella typhi GFP reporter cells, confirmation, 4 h (AID 1850); Salmonella Typhi PhoP-promoter GFP reporter, fluorescence, 4 h; higher % means a stronger effect; inhibition, % at 50 µM, or IC50 in µM where a hit was titrated; 310,000 compounds, 0.33% hits; in the data active = a potency from the dose series; inconclusive = inhibition mostly from about 25% at the one dose, without a potency; inactive = the rest, 99 in 100 with inhibition below about 19%;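 also: 0% = induced wells with vehicle and 100% = uninduced wells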
VEEV TC-83 Vero 10K pilot screen: further read-out of VEEV TC-83 Vero, marked with its call; inhibition, %; measured here: 10K pilot screen inhibition
Active calls of the source: *; i = inactive; ? = inconclusive; · = no result given; & = joins results of further samples.

SMILES | M. tuberculosis | VEEV TC-83 Vero | influenza NS1A | M. tuberculosis HTS | PhoP GFP inhibition | others
COc1ccc2[nH]cc(CCNC(=O)Cn3cc(C)c(=O)[nH]c3=O)c2c1 | · | 0.6% | -2% | · | ·
CSc1nnc(-c2cc(Br)ccc2N=Cc2c(C)[nH]n(-c3ccccc3)c2=O)c(=O)[nH]1 | 11% | 0.8% | -2% | 4% | -1% | VEEV TC-83 Vero 10K pilot screen=2.2
O=C(CN1CCN(S(=O)(=O)c2ccccc2)CC1)Nc1ccccc1Cl | -1% | 7.4% | 18% | 3% | -2%
COc1ccc(/C=N/NC(=O)Cn2cc(C(F)(F)F)ccc2=O)cc1 | 16% | 0.5% | 2% | -1% | 21%
c1ccc2[nH]c(-c3ccnc4ccccc34)nc2c1 | 9%&26% | 9.9%&1.9% | 6%&-6% | -1%&-20% | -6%&2%
Cc1ccc(C(=O)/C=C\NCc2ccccc2)cc1 | · | 1.9% | 5% | -5% | 13%
O=C(Cn1cc(CCO)nn1)N1CCNCC1 | -13% | 0.4% | 10% | 5% | -2%
COc1ccc(CS(=O)(=O)CC(C)(O)c2ccccc2)cc1 (stereo not drawn) | -7% | 0.6% | -4% | 4% | -2%
N#Cc1ccc(-c2ccc(OCC(=O)NCCc3ccccc3)cc2)cc1 | ? | 1.4% | -8% | 3% | -8%
Cc1ccc(Sc2c([N+](=O)[O-])ncn2C)cc1 | 41% | i | 2% | -10% | 1%

Fetched one by one from the list above:
SMILES | M. tuberculosis | VEEV TC-83 Vero | influenza NS1A | M. tuberculosis HTS | PhoP GFP inhibition | others
COc1ccc(/C=N/NC(=O)Cn2cc(C(F)(F)F)ccc2=O)cc1 | 16% | 0.5% | 2% | -1% | 21%
CSc1nnc(-c2cc(Br)ccc2N=Cc2c(C)[nH]n(-c3ccccc3)c2=O)c(=O)[nH]1 | 11% | 0.8% | -2% | 4% | -1% | VEEV TC-83 Vero 10K pilot screen=2.2

Continuation.
SMILES | M. tuberculosis | VEEV TC-83 Vero | influenza NS1A | M. tuberculosis HTS | PhoP GFP inhibition | others
CCOC(=O)c1sc2nc3c(SCCC(=O)O)cc(C(=O)c4cc(OC)ccc4O)cn3c(=O)c2c1C | · | 5.8% | 9% | · | ·
CCc1nc(C)c(C(=O)N2CCCC(C(=O)Nc3cccc(-c4cccc(C)c4)c3)C2)o1 (stereo not drawn) | 13% | 7.8% | 9% | -2% | -1%
O=C(N/C=C/c1ccco1)OCc1ccccc1 | 19% | 1.9% | 2% | 6% | -3%
COC(=O)[C@H](Cc1ccccc1)NC(=O)Nc1ccc(C)cc1 | -10% | 0.6% | -4% | -3% | 3%
Cc1c(O)nc2ccccn2c1=O | 18% | 5.3% | · | -5% | 0%
CCCCC(=O)N(Cc1ccc2c(c1)OCO2)Cc1nc2ccccc2c(=O)[nH]1 | 11% | 1.5% | -9% | 8% | 3%
OCc1c[nH]c2ccccc12 | 37% | 6.1% | 4% | 38% | 2%
COc1ccc(N2CC(C(=O)Nc3nc4ccc(OC)cc4s3)CC2=O)cc1 (stereo not drawn) | 67% | 2.0% | 15% | ? | -24%
COc1ccc(Cl)cc1NC(=O)c1cc(S(=O)(=O)N2CCCC2)cn1C | -5% | 1.2% | -18% | -1% | -3%
COc1ccc(Cl)cc1NC(=S)NNC(=O)CC(C)C | ? | 2.9% | 12% | -4% | 1%
COCC(C)NC(=O)c1cccc(Cl)c1 (stereo not drawn) | -2% | 2.2% | 4% | -7% | 10% | VEEV TC-83 Vero 10K pilot screen=0.2
COc1cc(S(=O)(=O)Nc2ccccc2)ccc1N=Cc1c(C)[nH]n(-c2ccc(C)cc2)c1=O | 6% | · | · | -2% | 10%
CC1=C(C(=O)OC(C)C)C(c2cccs2)NC(=S)N1 (stereo not drawn) | 3% | 5.6% | 9% | -5% | 10%
CNC(=S)N/N=C/c1c(C)c(C(=O)c2ccc(F)cc2)n2ccccc12 | 8% | 1.7% | -4% | 7% | 1%
Cc1ccc(NC(=O)CN(C)C(=O)c2ccc(Cl)nc2)cc1 | 18% | 0.6% | -7% | 8% | 0%
O=C(O)c1ccccc1/C=N/NC(=O)C1CCCC1 | -1% | 3.0% | 0% | 1% | -1%
COCCCNc1nc2c(-c3ccc(C)cc3)nnn2c2ccccc12 | 3% | 0.9% | -12% | 0% | -1%
COc1ccc(Cn2c(=S)[nH]c3cc(C(=O)NCc4cccnc4)ccc3c2=O)cc1 | -9% | i | 10% | 3% | -17%
COc1ccc2nc(NC(=O)CSCc3c(C)noc3C)sc2c1 | 22% | 7.2% | -4% | 23% | 2%
O=C(Cc1csc(-c2ccccc2)n1)NCC(=O)Nc1ccc(F)c(F)c1F | 11% | 0.5% | -9% | 6% | ·
CCN(C[C@H]1N[C@@](C)(C(=O)OC)[C@H]2C(=O)N(Cc3ccccc3)C(=O)[C@@H]12)C(=O)Nc1ccc(C)cc1 | 10% | 0.9% | 0% | -6% | ·
COC(=O)c1ccc2c(c1O)C(=O)c1ccccc1C2=O | 1.4µM* | 5.5% | 4% | 65µM* | 4%
CCOc1cccc(-c2nnc(SCC(=O)NC3CC3)n2C)c1 | -12% | i | -4% | 0% | 3%
CC(C)Cn1c(N)c(C(=O)COC(=O)c2cc(C3CC3)nc3ccccc23)c(=O)n(C)c1=O | 31% | · | · | ? | -8%
Cc1ccc(SCCNS(=O)(=O)c2ccc3c(c2)OCCO3)cc1 | 3% | 0.7% | 13% | 2% | -3%
O=C(CN1CCN(Cc2cccc(C(F)(F)F)c2)CC1)NCC(=O)Nc1ccc(F)c(F)c1F | · | 0.5% | -1% | · | ·
CS(=O)(=O)Nc1nnc(C2CCCC2)s1 | -12% | 0.9% | -2% | -3% | 5% | VEEV TC-83 Vero 10K pilot screen=0.3
O=C(CSc1nc2ccccc2c(=O)[nH]1)N1CCN(c2ccccc2F)CC1 | 21% | 0.8% | -4% | 2% | -3%
CN(Cc1ccccc1)C(=O)COC(=O)C1=NNC(=O)CC1 | -7% | 0.8% | 0% | -4% | -5%
COc1ccc(N2C(=O)NC3CC2(C)Oc2ccccc23)cc1OC (stereo not drawn) | -10% | 0.7% | 2% | -7% | 13%
Cc1ccc(NS(=O)(=O)c2ccccc2F)cc1S(=O)(=O)N1CCCCC1 | 13% | 0.0% | -13% | -7% | ·
c1ccc(-n2nnnc2-c2cnc(-c3cccnc3)nc2-c2cccs2)cc1 | 15% | 5.4% | -5% | 0% | -3%
COc1ccc(CCNC(=O)c2nnn(CC(=O)Nc3ccc(C)cc3C)c2N)cc1OC | -5% | 1.9% | -6% | 8% | -14%
C=COCCn1c(=N)n(CCC)c2ccccc21 | -13% | 2.4% | 2% | -3% | 14%
O=c1c2ccccc2nc(/C=C/c2ccc3c(c2)OCO3)n1-c1ccccc1 | 15% | 8.2% | -12% | 3% | -20%
Cc1cccc(N=C2NC(=O)S/C2=C\c2ccco2)c1 | 11% | 1.1% | 1% | -4% | -6%
CCOc1cc(CNc2ccc3[nH]c(=O)[nH]c3c2)ccc1OCC(=O)NC(C)(C)C | 22% | i | 8% | -1% | 3%
COc1ccc(NC(=O)C(=O)NCCN2CCN(C(=O)c3ccco3)CC2)cc1 | 5% | 0.4% | -14% | 4% | 2%
CN1/C(=C\C(=O)COC(=O)c2nccnc2N)C(C)(C)c2ccccc21 | 5% | 2.6% | -2% | 4% | 7%
O=C(CSc1ccc(C(F)(F)F)cc1[N+](=O)[O-])N1CCOCC1 | -3% | i | 3% | -5% | 7%
CN(Cc1nccs1)C(=O)CC1C(=O)NCCN1Cc1ccc(-c2ccccc2)cc1 (stereo not drawn) | 11% | 1.0% | 1% | -6% | 4%
Cc1nnc2ccc(-c3ccc(NS(=O)(=O)c4ccc(F)cc4F)cc3)nn12 | -7% | 8.4% | -11% | 6% | -2%
C=CCNC(=O)NC(=O)COC(=O)c1nc2nccc(C)n2n1 | -3% | 0.3% | -2% | -3% | -3% | VEEV TC-83 Vero 10K pilot screen=0.4
COc1ccc(C(C)=O)c2c(O)cccc12 | -1% | 0.8% | 1% | -2% | 1%
Cc1nc(C(C)NC(=O)c2cc(COc3ccc(C)c(C)c3)on2)c(C)s1 (stereo not drawn) | 16% | 2.9% | -133% | -1% | -9%
CCC(C)(c1ccc(C=O)s1)c1ccc(C=O)s1 | 55% | 0.6% | 5% | 2% | -13%
Cn1ncnc2c(=O)n(C)c(=O)nc1-2 | ? | 7.6% | 8% | 1.7µM* | 1.3µM*
Cc1cccc(C(=O)NCC(c2ccco2)N2CCc3ccccc32)c1 (stereo not drawn) | 1% | 8.4% | -3% | 10% | 2%
COc1ccc(C(=O)CSc2nnc(CN3CCCC3)n2-c2ccc(F)cc2)c(OC)c1 | 44% | 3.2% | -8% | 0% | -3%
CCC(C(=O)NCc1ccco1)N(C(=O)CNS(=O)(=O)c1ccc(F)cc1)c1ccccc1F (stereo not drawn) | -2% | 0.5% | 11% | -7% | 1%

(next part)
SMILES | M. tuberculosis | VEEV TC-83 Vero | influenza NS1A | M. tuberculosis HTS | PhoP GFP inhibition | others
Cc1ccc(OCc2cc(C(=O)N3CCN(C)C[C@@H]3c3ccccc3)no2)cc1C | 8% | 3.8% | -7% | -4% | -6%
CCOC(=O)c1cnc(SC)nc1Oc1cccc(NC(=O)c2cccc(Cl)c2Cl)c1 | 39% | 9.5% | -5% | ? | -3%
CCn1cc(C(=O)OC)c(=O)c2cc(S(=O)(=O)N(C)C3CCCCC3)ccc21 | 6% | 1.0% | -7% | -2% | -4%
CN(C)S(=O)(=O)c1cc(NC(=O)[C@H](Cc2ccccc2)N2C(=O)c3ccccc3C2=O)ccc1Cl | 17% | i | -3% | 2% | -1%
O=C1CC(=O)Nc2cc(S(=O)(=O)Nc3cccc(C(F)(F)F)c3)ccc2N1 | -4% | 2.6% | -6% | -10% | -7%
O=C(C1=NN(c2ccccc2)C2C(=O)N(c3ccc(Cl)cc3)C(=O)C12)c1ccccc1 (stereo not drawn) | 11% | 1.1% | -7% | 8% | -44% | VEEV TC-83 Vero 10K pilot screen=0.6
Cc1ccc(N(C)S(=O)(=O)c2cccc(C(=O)NCC(c3ccco3)N3CCCC3)c2)cc1 (stereo not drawn) | -24% | 0.2% | 2% | -4% | ·
COC(C[C@H]1O[C@H]1[C@H](O)[C@@H](C)OCc1ccccc1)OC | · | 0.0% | 1% | · | ·
COC(=O)c1scc(S(=O)(=O)C(C)(C)C)c1N | -1% | 1.5% | -1% | 1% | 2%
Oc1ccc(-c2[nH]ncc2-c2nc3ccccc3s2)c(O)c1 | -6% | 0.8% | 4% | 4% | 2%
CCOC(=O)c1ccccc1NS(=O)(=O)c1ccc(C)cc1 | 23% | 3.6% | -7% | -6% | -1%
CC(C)Cn1c(SC(C)C(=O)NCC2CCCO2)nc2ccc(Cl)cc2c1=O (stereo not drawn) | 6% | 0.3% | -8% | -2% | ·
Cc1cc(N(CC(=O)O)S(C)(=O)=O)ccc1Br | -1% | 0.6% | 2% | 0% | 14%
CCCCn1c(SCC(=O)Nc2cc(C)on2)nnc1-c1ccco1 | 5% | 2.8% | 3% | -4% | 9%

In the list so far, these contain an aryl thioether with sulfur outside any ring.
SMILES | M. tuberculosis | VEEV TC-83 Vero | influenza NS1A | M. tuberculosis HTS | PhoP GFP inhibition | others
CSc1nnc(-c2cc(Br)ccc2N=Cc2c(C)[nH]n(-c3ccccc3)c2=O)c(=O)[nH]1 | 11% | 0.8% | -2% | 4% | -1% | VEEV TC-83 Vero 10K pilot screen=2.2
Cc1ccc(Sc2c([N+](=O)[O-])ncn2C)cc1 | 41% | i | 2% | -10% | 1%
CCOC(=O)c1sc2nc3c(SCCC(=O)O)cc(C(=O)c4cc(OC)ccc4O)cn3c(=O)c2c1C | · | 5.8% | 9% | · | ·
CCOc1cccc(-c2nnc(SCC(=O)NC3CC3)n2C)c1 | -12% | i | -4% | 0% | 3%
Cc1ccc(SCCNS(=O)(=O)c2ccc3c(c2)OCCO3)cc1 | 3% | 0.7% | 13% | 2% | -3%
O=C(CSc1nc2ccccc2c(=O)[nH]1)N1CCN(c2ccccc2F)CC1 | 21% | 0.8% | -4% | 2% | -3%
O=C(CSc1ccc(C(F)(F)F)cc1[N+](=O)[O-])N1CCOCC1 | -3% | i | 3% | -5% | 7%
COc1ccc(C(=O)CSc2nnc(CN3CCCC3)n2-c2ccc(F)cc2)c(OC)c1 | 44% | 3.2% | -8% | 0% | -3%
CCOC(=O)c1cnc(SC)nc1Oc1cccc(NC(=O)c2cccc(Cl)c2Cl)c1 | 39% | 9.5% | -5% | ? | -3%
CC(C)Cn1c(SC(C)C(=O)NCC2CCCO2)nc2ccc(Cl)cc2c1=O (stereo not drawn) | 6% | 0.3% | -8% | -2% | ·
CCCCn1c(SCC(=O)Nc2cc(C)on2)nnc1-c1ccco1 | 5% | 2.8% | 3% | -4% | 9%
